From PubChem
EBI2 block – blocks human EBI2 receptor beta-arrestin signaling. EBI2 beta-arrestin recruitment, luminescence, 7a,25-OHC stimulated. inhibition, % at 5 µM. actives 0.81% (n = 360,000); in the data active = inhibition above about 38%;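 also: enzyme fragment complementation signal reports receptor beta-arrestin coupling in cells; 0% = agonist plus DMSO wells and 100% = wells without agonist; some results beyond the cut were filed as inactive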
Target sequence (P32249 whole entry, looked up, the tested form may be a part): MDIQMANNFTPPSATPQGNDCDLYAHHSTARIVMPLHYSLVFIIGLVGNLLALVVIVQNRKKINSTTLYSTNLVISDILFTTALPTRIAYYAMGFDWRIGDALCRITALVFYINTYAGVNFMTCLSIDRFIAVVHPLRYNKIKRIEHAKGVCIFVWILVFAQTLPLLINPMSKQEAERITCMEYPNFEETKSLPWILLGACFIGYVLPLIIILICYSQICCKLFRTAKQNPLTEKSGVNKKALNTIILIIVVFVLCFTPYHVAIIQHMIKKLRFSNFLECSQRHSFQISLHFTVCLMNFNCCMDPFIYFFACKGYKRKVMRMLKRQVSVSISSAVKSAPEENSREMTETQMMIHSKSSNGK
Jurkat NFkB inh – lowers PMA/ionomycin-induced NF-kB signal in Jurkat cells; actives 0.53% (n = 330,000); inhibition, % at 4 µM; PMA/ionomycin-induced NF-kB luciferase reporter, luminescence
CCR6 antagonist – blocks CCL20-driven beta-arrestin recruitment at human CCR6 | P51684 | CHO-K1 CCR6 PathHunter beta-arrestin, luminescence, CCL20-stimulated | inhibition, % at 20 µM | actives 0.49% (n = 340,000) | AID 493098;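 active = compounds whose inhibition of the agonist-driven luminescence signal at 20 µM reaches about 50%, limit read from the data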;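 also: cells stimulated with CCL20 at 14 nM final; plate controls were DMSO with CCL20 for no effect and DMSO without agonist for full effect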
Target sequence (P51684 whole entry, looked up): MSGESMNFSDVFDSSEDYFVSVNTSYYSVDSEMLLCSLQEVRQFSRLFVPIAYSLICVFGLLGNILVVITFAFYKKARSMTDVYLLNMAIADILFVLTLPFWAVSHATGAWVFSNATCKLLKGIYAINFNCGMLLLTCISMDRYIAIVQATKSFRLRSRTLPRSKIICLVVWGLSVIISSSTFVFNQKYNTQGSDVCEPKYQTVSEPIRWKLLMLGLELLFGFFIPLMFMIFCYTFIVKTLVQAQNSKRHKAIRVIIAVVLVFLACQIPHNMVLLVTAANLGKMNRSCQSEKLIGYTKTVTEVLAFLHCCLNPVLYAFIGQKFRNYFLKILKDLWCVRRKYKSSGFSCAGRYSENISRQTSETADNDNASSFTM
Gli-Sufu antag – Gli-Sufu pathway antagonism | Sufu-KO-LIGHT fibroblasts, Gli luciferase reporter luminescence | inhibition, % at 5 µM | actives 0.74% (n = 340,000) | AID 588413;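 active = inhibition above about 55%, limit read from the data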;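 also: 0% = DMSO-treated cells and 100% = wells with medium but no cells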
Apaf1 inhib – blocks human Apaf-1 apoptosome activity; actives 0.71% (n = 330,000); inhibition, % at 20 µM; reconstituted apoptosome caspase-3 activity, DEVD-Rh110 fluorescence; AID 489030; O14727; active = inhibition of at least 40% at 20 µM;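 also: plate controls were DMSO wells for no effect and DEVD-CHO caspase inhibitor wells for full effect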
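Material: reconstituted apoptosome with Apaf-1, cytochrome c, caspase-9, procaspase-3, dATP. Technique: Rh110 fluorescence intensity. Buffer or medium: pH 7.5 Hepes buffer with CHAPS, BSA, DTT. Times: 30 min plus 50 min, RT.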
UBC13 inh – inhibitors of human UBC13 polyubiquitin chain formation; inhibition, % at 20 µM; actives 0.47% (n = 330,000); AID 485273; P61088; TR-FRET; in the data active = inhibition above about 45%, passing the limit was not always enough
Target sequence (P61088 whole entry, looked up): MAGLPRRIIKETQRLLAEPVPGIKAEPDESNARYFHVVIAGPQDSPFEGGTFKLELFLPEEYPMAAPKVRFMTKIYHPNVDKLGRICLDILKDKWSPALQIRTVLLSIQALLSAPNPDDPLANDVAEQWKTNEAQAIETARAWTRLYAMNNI
SENP8 block – SENP8 protease inhibition. inhibition, % at 10 µM. actives 1.2% (n = 330,000). Q96LD8. purified SENP8, Z-RLRGG-aminoluciferin cleavage, luminescence. AID 2540
697 NFkB inh – lowers PMA/ionomycin-induced NF-kB signal in 697 B cells; 697 B-cell NF-kB luciferase reporter, 16 h; inhibition, % at 4 µM; actives 0.33% (n = 330,000); AID 435022; in the data active = inhibition above about 35%
Numbers without * were called inactive; x = not tested or not shown. Rule as the data show it, unless noted: active = inhibition above about 50%; inactive = the rest. A portion of the library, so the mix of outcomes need not match the whole.

Results follow in this order: Gli-Sufu antag	CCR6 antagonist	Apaf1 inhib	EBI2 block	697 NFkB inh	UBC13 inh	Jurkat NFkB inh	SENP8 block
O=C(NNc1ccccn1)C(=O)NNS(=O)(=O)c1ccc(Cl)cc1
 : 28	-8	-14	-8	17	-26	-9	1
N#CC1(P(=O)(c2ccccc2)c2ccccc2)CC1
 : 1	10	1	-10	3	-6	-14	-10
COc1ccc(CCNC(=O)Cn2nc(C)c3c(C)n(-c4ccccc4)nc3c2=O)c(OC)c1
 : -4	-14	-4	0	5	2	4	5
CCCS(=O)(=O)N1CCC(C(=O)N2CCN(Cc3ccccc3)CC2)CC1
 : -48	4	-3	-12	16	6	8	-2
COc1ccc(C2CC(=O)c3cnc(NC(=O)c4ccco4)nc3C2)cc1 (stereo unspecified)
 : 10	3	-139	-7	2	2	1	0
O=S(=O)(Nc1ccc(N2CCCCC2)cc1)c1ccccc1
 : -4	3	-2	-4	-13	-2	-3	2
N/C(=N\c1nc2ccccc2o1)NC(=O)c1ccccc1F
 : -45	24	13	-3	-137	-4	-102	-17
Cc1ccc(S(=O)(=O)N2CCN(c3ccccc3)CC2)cc1C
 : 2	14	15	-22	0	1	11	3
CC(C)(CN1CCNCC1)NS(=O)(=O)c1ccc(Cl)cc1
 : 6	23	40	-15	8	19	-8	-4
COc1ccc(CNCc2ccc3ccccc3c2)c(OC)c1
 : 27	7	-1	-2	0	4	0	-7
C=C(C)C(=O)Nc1cccc(C2=NOC3(C2)C[C@H](C(N)=O)N(C(=O)c2ccccc2)C3)c1 (stereo partly specified)
 : -7	2	-64	-11	5	-56	11	1
CCN(C[C@H]1N[C@@](CC)(C(=O)OC)[C@H]2C(=O)N(Cc3ccccc3)C(=O)[C@@H]12)C(=O)COC
 : 2	-1	-5	-3	4	4	-12	-1
Cn1c(NC(=O)C(C)(C)Oc2ccc(Cl)cc2)cc(=O)n(C)c1=O
 : -3	9	1	5	-7	-2	-11	5
CCOC(=O)C[n+]1ccc2c([nH]c3ccccc32)c1C
 : -1	1	-2	-8	-1	10	6	-5
Cc1ccc(N(Cc2ccco2)C(=O)c2ccc(N3CCCCC3)c([N+](=O)[O-])c2)cc1
 : 18	40	18	19	-35	-30	-33	-6
CCNc1nc(Cl)nc(NCc2ccccc2)n1
 : -4	-7	-6	5	-7	5	18	-7
c1ccc(NCc2ccccn2)cc1
 : -6	-2	-6	-6	1	-6	-3	2
CCN(CC(=O)Nc1c(F)cccc1F)C(=O)/C=C/c1ccc2ccccc2n1
 : -19	13	27	-3	4	20	5	2
COc1ccccc1NS(=O)(=O)c1cc(C)ccc1C
 : 4	11	7	-6	5	2	13	2
CC(=O)Nc1ccc(NC(=O)CSc2nnnn2-c2ccccc2F)cc1
 : -1	-1	-6	-11	-30	-11	-23	-4

Profiles from above.
Results for Cn1c(NC(=O)C(C)(C)Oc2ccc(Cl)cc2)cc(=O)n(C)c1=O : Gli-Sufu antag: -3; CCR6 antagonist: 9; Apaf1 inhib: 1; EBI2 block: 5; 697 NFkB inh: -7; UBC13 inh: -2; Jurkat NFkB inh: -11; SENP8 block: 5
Results for c1ccc(NCc2ccccn2)cc1 : Gli-Sufu antag: -6; CCR6 antagonist: -2; Apaf1 inhib: -6; EBI2 block: -6; 697 NFkB inh: 1; UBC13 inh: -6; Jurkat NFkB inh: -3; SENP8 block: 2
Results for O=C(NNc1ccccn1)C(=O)NNS(=O)(=O)c1ccc(Cl)cc1 : Gli-Sufu antag: 28; CCR6 antagonist: -8; Apaf1 inhib: -14; EBI2 block: -8; 697 NFkB inh: 17; UBC13 inh: -26; Jurkat NFkB inh: -9; SENP8 block: 1

Next part.
Results follow in this order: Gli-Sufu antag	CCR6 antagonist	Apaf1 inhib	EBI2 block	697 NFkB inh	UBC13 inh	Jurkat NFkB inh	SENP8 block
O=C(NCCCN1CCCC1=O)c1cccc(S(=O)(=O)N2CCCCC2)c1
 : -4	0	11	-1	12	-2	-6	-14
CNc1nc2c(N)ncnc2n1[C@H]1O[C@@H](CO)[C@H](O)[C@@H]1O
 : -20	2	-5	1	3	7	11	-1
COc1ccccc1OCCn1c(=O)oc2ccc(C)cc21
 : -19	1	-16	2	14	13	5	6
Cc1nc(NC(=S)NC(=O)c2cccs2)sc1C(=O)N(C)C
 : -18	8	-18	-7	10	-4	-5	-2
O=C(CN1C(=O)NC2(CCOc3ccccc32)C1=O)Nc1ccc(Br)cc1F (stereo unspecified)
 : -9	7	5	-15	17	4	-5	-5
COc1ccc(-c2cc(=O)oc3cc(OCC(=O)Nc4ccc(CCO)cc4)ccc23)cc1
 : -41	7	-55	10	-44	-2	32	-1
COc1ccc(C(=O)NC(=S)Nc2ccccc2N2CCN(S(C)(=O)=O)CC2)cc1OC
 : 2	16	15	4	10	6	7	0
CC(C)(C)NC(=O)COc1coc(CN2CCN(Cc3ccccc3)CC2)cc1=O
 : -26	13	-3	-6	-16	-2	10	-7
CN(C)S(=O)(=O)n1cc(/C=C(\NC(=O)c2ccccc2Cl)C(=O)N2CCCC2)c2ccccc21
 : 10	9	16	-3	-4	-2	-11	-7
COc1ccc(NC(=O)CCN2CCC(C)CC2)cc1
 : 2	0	-3	-5	-13	-22	-8	-4
O=C(NC1CCCCC1)N1CCCc2ccccc21
 : 4	14	-9	-5	17	4	8	3
CC(NS(=O)(=O)c1ccc(OCC(=O)NCc2ccccn2)cc1)c1ccccc1 (stereo unspecified)
 : -3	0	-2	-1	-3	0	1	3
O=C(NCCOCCOCCNC(=O)c1cccnc1)c1cccnc1
 : 12	-3	9	-5	-8	7	-18	-1
O=C(CNC(=O)c1ccc(Br)o1)NCc1ccc(F)cc1
 : -30	-5	4	2	-10	-3	13	3
O=C(CCN1CCCCCC1)Nc1cccc(F)c1
 : 8	-1	0	-17	-10	-2	-13	2
COC(=O)Cc1[nH]c(=O)[nH]c1C(=O)OC
 : 7	9	-3	-12	3	-1	7	-7
CCOC(=O)C1CCN(C(=O)Cn2c(=O)c3cccn3c3cccnc32)CC1
 : 6	8	-16	-7	2	7	-4	3
O=C1CSC(c2ccccn2)N1c1ccccc1F (stereo unspecified)
 : 4	-9	-4	-10	7	15	8	5
COc1cccc(-c2cccc(NC(=O)C3CCN(C4CCC4)CC3)c2)c1
 : 10	8	-8	8	12	3	-10	6
CCOc1ccc(C(=O)NC2CCN(S(=O)(=O)c3ccccc3)CC2)cc1
 : -26	10	-6	-6	14	0	-8	0
O=C(Nc1cccc(Cl)c1Cl)c1ccccc1OCC(=O)N1CCOCC1
 : 0	14	9	6	7	5	-11	1
Cc1ccccc1NC(=O)c1cccc(NC(=O)c2c(C(=O)O)cccc2[N+](=O)[O-])c1
 : 8	3	-24	1	14	0	5	5
O=C(O)CCCn1cc(NC(=O)COc2ccccc2[N+](=O)[O-])cn1
 : 2	15	8	-4	22	5	0	0
Cc1ccc(CNC(=O)CCCN2C(=S)NC(C)(C)CC2C)cc1 (stereo unspecified)
 : 0	7	-17	-2	-2	-1	5	-2
CCc1c(C)nc(N2CCN(c3ccc(F)cc3)CC2)[nH]c1=O
 : 5	10	-7	-2	1	3	6	-3
O=C(CCNC(=O)c1ccc(Br)cc1)NCc1ccco1
 : 19	-12	-7	-3	10	3	21	2
CC1CC(=O)N(CC(=O)NCc2ccccc2)c2ccccc2S1(=O)=O (stereo unspecified)
 : -13	0	-3	6	1	7	7	-7
O=C(Cc1ccc(Cl)c(Cl)c1)NNC(=S)NCC1CCCO1 (stereo unspecified)
 : -5	4	-11	2	-5	-1	14	-1
CC1CCN(C(=O)COC(=O)c2ccc3c(c2)OCO3)CC1
 : 13	0	3	-12	-24	-8	-39	-19
Cn1cc(S(=O)(=O)N2CCC(Cc3ccccc3)CC2)c(=O)n(C)c1=O
 : -2	3	-1	0	6	1	4	-2
CCOC(=O)c1sc(Nc2nc(C)cc(OC)n2)nc1C
 : 8	-7	8	-4	12	10	9	2
O=C(O)[C@H](Cc1ccccc1)NC(=O)N1CCN(c2ccccc2)CC1
 : 12	0	2	-13	5	5	-2	-5
Cc1[nH]c2ccccc2c1SCC(=O)N1CCN(c2ccccc2)CC1
 : -11	6	6	2	4	7	13	-7
CCCCOc1ccc(C(=O)NCCc2cccs2)cc1
 : x	x	2	0	-48	-3	-119	1
O=C(Nc1ccc2nc(-c3cccs3)[nH]c2c1)c1cccs1
 : -18	-26	2	-3	-78	-5	-34	-2
O=C(CSc1nnc(CNC(=O)c2ccccc2)o1)NCc1ccccc1Cl
 : -6	7	-7	-1	-9	7	9	-1
O=C(COC(=O)c1ccc2ccccc2n1)NCc1ccccc1
 : 4	14	0	12	14	0	-12	6
CC(=O)OC(C(=O)N1CCOCC1)c1c(F)cccc1F (stereo unspecified)
 : 27	5	-3	6	13	11	-14	2
CCO[C@@H]1OC(C(=O)NCc2nc3ccccc3[nH]2)=C[C@H](c2ccccc2)[C@H]1CCCO
 : 5	19	6	-6	-5	0	6	-13
CC/C(=N\NC(=O)c1ccncc1)C12CC3CC(CC(C3)C1)C2
 : -4	4	6	5	1	1	7	0
O=C(Nc1ccccc1F)Nc1cc(S(=O)(=O)N2CCOCC2)ccc1N1CCCC1
 : 3	4	-18	-3	6	-1	-12	3
COc1ccc(CNc2ncc(-c3ccccc3)n2C)c2ccccc12
 : 19	8	13	6	5	21	4	-18
CCC(=O)N(Cc1cc2ccc(C)cc2[nH]c1=O)c1ccccc1OC
 : 11	-1	10	-18	2	-5	2	-10
O=C(COC(=O)c1ccc(Br)o1)NC12CC3CC(CC(C3)C1)C2
 : -3	18	9	-10	8	6	-1	-3
CC(C)c1ccccc1NC(=O)COC(=O)CCN1C(=O)/C(=C\C=C\c2ccccc2)SC1=S
 : 8	21	18	-6	16	-31	7	2
CCOc1ccc2[nH]c(=O)c(CN(CCCO)C(C)=O)cc2c1
 : 17	15	-18	1	14	5	12	7
COC(=O)c1ccccc1NC(=O)CSc1nc2c(c(=O)[nH]1)CCC2
 : 18	15	-4	-9	15	6	-4	-8
CCC(C)N(C(=O)CSc1nnc(NC(C)C)s1)C1CCS(=O)(=O)C1 (stereo unspecified)
 : -7	4	4	-14	-9	-3	5	-4
Cc1cccc2cc(CN(Cc3cccs3)S(=O)(=O)c3ccc4c(c3)OCCO4)c(=O)[nH]c12
 : 5	14	16	16	-6	-1	-4	4
Cc1ccc2cc(C)c(SCC(=O)NCC3CCCO3)nc2c1 (stereo unspecified)
 : 7	3	7	8	8	14	2	5
